Screens (PubChem)
OPRM1-OPRD1 inv: mu-delta opioid heterodimer inverse agonism | P35372+P41143 | cell-based MOR-DOR heterodimer luminescence | inhibition, % at 9.3 µM | hit rate 0.21% among 340,000 | AID 504357; in the data active = inhibition above about 22%, passing the limit was not always enough;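 note: 0% = cells with DMSO and 100% = wells without cells with DMSO; values of inactives mirror those of a sister screen read the other way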
HTR5A inv ctr: counter-screen for OPRM1-OPRD1 inverse agonists: human HTR5A inverse agonism; P47898; HTR5A cell line, luminescence; inhibition, % at 9.3 µM; hit rate 0.083% among 340,000; in the data active = inhibition mostly above about 23%, no sharp cut-off; inactive = mostly below about 18%;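 note: 0% = cells with DMSO and 100% = no-cell wells with DMSO; some compounds called inactive have numbers as strong as hits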
HTR5A ag ctr: counter-screen for OPRM1-OPRD1 agonists: human HTR5A agonism; P47898; HTR5A agonist assay, luminescence, cell-based; activation, % at 9.3 µM; hit rate 0.61% among 340,000; AID 504692; in the data active = activation mostly above about 9.5%, no sharp cut-off; inactive = mostly below about 7.6%;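 note: 0% = cells with vehicle only and 100% = reference agonist; strong numbers were not always called active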
PKA-R1A act: activators of PKA-R1A complex | P00514+P68181 | hit rate 0.083% among 340,000 | PKA-R1A dissociation, Cy5-IP20 fluorescence polarization; scaled: DMSO 0%, 113 µM cGMP 100% | activation, % at 11.4 µM;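 active = percent activation above the mean of all tested compounds plus 3 SD, cut at about 19% in these data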;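 note: higher means more PKAc released from R1A so a rise in polarization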
V-ATPase pHluor: regulators of yeast V-ATPase proton transport; S. cerevisiae, pHLuorin cytosolic pH fluorescence; response, % at 10 µM; hit rate 0.37% among 350,000; AID 504577; in the data active = response mostly above about 7.3%, no sharp cut-off; inactive = mostly below about 5.4%; note: actives read high; inactives centre near 0; some compounds called inactive have numbers as strong as hits; reference of the scale not given here
PKA-R2B activ: activators of human PKA-R2B complex. activation, % at 11.4 µM. hit rate 0.079% among 340,000. P22694+P31323. PKA-R2B holoenzyme dissociation, Cy5-IP20 fluorescence polarization; R2B truncated from residue 108, S112A mutant; 0% DMSO only, 100% 113 µM cGMP;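 active = activation above a cutoff set at the mean over all compounds plus 3 SD, cut at about 18% in these data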;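 note: higher means more holoenzyme dissociation and a rise in polarization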
Target sequence (P31323 whole entry, looked up, other chains not shown, the tested form may be a part): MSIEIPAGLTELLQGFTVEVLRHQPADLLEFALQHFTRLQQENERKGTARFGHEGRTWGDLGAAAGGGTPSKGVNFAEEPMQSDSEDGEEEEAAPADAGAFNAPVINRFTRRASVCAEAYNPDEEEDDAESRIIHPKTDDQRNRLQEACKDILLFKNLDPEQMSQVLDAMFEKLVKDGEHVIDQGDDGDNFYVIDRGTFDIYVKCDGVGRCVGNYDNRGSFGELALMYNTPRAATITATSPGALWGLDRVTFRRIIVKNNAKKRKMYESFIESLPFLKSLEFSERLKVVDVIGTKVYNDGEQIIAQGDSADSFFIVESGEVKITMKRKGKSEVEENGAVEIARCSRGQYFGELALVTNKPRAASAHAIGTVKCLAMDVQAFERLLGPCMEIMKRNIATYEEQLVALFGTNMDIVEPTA
DAGLB inh: diacylglycerol lipase beta (human) inhibition; Q8NCG7; HEK293T DAGLB membrane lysate, EnzChek fluorogenic substrate; inhibition, % at 5.17 µM; hit rate 0.059% among 340,000; in the data active = inhibition above about 34%;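 note: 0% = enzyme with vehicle and 100% = wells lacking enzyme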
Target sequence (Q8NCG7 whole entry, looked up): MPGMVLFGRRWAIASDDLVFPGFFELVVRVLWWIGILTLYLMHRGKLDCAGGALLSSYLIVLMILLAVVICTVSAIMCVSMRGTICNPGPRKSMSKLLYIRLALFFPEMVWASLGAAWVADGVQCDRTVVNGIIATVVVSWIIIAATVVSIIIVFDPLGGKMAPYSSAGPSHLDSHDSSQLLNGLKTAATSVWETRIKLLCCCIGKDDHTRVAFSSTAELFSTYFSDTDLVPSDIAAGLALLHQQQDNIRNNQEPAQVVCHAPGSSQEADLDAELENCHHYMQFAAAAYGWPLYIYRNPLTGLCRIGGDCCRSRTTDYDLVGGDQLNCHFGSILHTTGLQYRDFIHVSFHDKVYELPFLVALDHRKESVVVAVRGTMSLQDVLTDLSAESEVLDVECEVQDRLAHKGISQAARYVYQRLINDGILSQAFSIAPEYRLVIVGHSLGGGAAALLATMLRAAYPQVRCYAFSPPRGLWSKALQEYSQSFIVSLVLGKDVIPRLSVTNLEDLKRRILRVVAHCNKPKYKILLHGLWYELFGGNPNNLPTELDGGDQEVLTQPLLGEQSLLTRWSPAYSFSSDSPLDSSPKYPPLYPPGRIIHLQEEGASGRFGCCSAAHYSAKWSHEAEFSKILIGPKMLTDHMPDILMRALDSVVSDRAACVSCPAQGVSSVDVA
Arrestin-AP2 inh: blocks beta-arrestin peptide binding to AP2 adaptin | FITC-arrestin peptide / GST-AP2 beads, flow cytometry; AP2 beta2 appendage carries R879A mutation | inhibition, % at 10 µM | hit rate 0.31% among 340,000 | AID 504490;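 active = inhibition above a set limit, near 3 SD of compounds lacking own fluorescence, cut at about 54% in these data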;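 note: plate controls were DMSO wells for no effect and 5 µM unlabelled arrestin peptide for full effect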
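System: GST-AP2 R879A glutathione beads | Also added: FITC-arrestin peptide, 50 nM | Times: 12 min plus 1 h, RT | Signal: Bead flow cytometry, FITC channel | Buffer or medium: PBS with 0.05% Tween 20 and 0.1% BSA | Read-out basis: Percent drop in bead-associated FITC signal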
Pemphigus Ab inh: inhibitors of pemphigus antibody binding to human desmoglein-3. P32926. DSG3-coupled beads, scFv-anti-DSG3-GFP binding, flow cytometry; hits give low values. binding (percent of control), % at 10 µM. hit rate 0.48% among 310,000. AID 588358;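 active = binding more than 3 SD below its plate's average and above zero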;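 note: hits lower antibody fragment binding to DSG3; some compounds called inactive have numbers as strong as hits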
MOR-DOR ag: agonists of human mu-delta opioid receptor heterodimerization | P35372+P41143 | cells, OPRM1-OPRD1 heterodimerization, luminescence | activation, % at 9.3 µM | hit rate 0.3% among 340,000; in the data active = activation above about 18%;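 note: 0% = vehicle-treated cells and 100% = reference agonist; values of inactives mirror those of a sister screen read the other way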
An asterisk follows results filed as active; · = no result given; & = joins results of further samples.

Results follow in this order: OPRM1-OPRD1 inv	HTR5A inv ctr	HTR5A ag ctr	PKA-R1A act	V-ATPase pHluor	PKA-R2B activ	DAGLB inh	Arrestin-AP2 inh	Pemphigus Ab inh	MOR-DOR ag
CC(=O)N1c2ccc(S(=O)(=O)N3CCC(C(=O)N4CC(C)CC(C)C4)CC3)cc2CC1C (configuration not stated)
→ 9	23	2	-8	0	-8	-1	5	102	-1.7
O=C(O)COc1ccccc1O
→ 17	11	0	-13	-4	-9	-2	-3	100	-3.4
Cc1[nH]nc2nc(SCC(=O)NC3CCCCC3)n(-c3ccc(Br)cc3)c(=N)c12
→ -77	5	-1	-1	0	-5	-1	0	113	15
C/C(=N\NC(=O)C(=O)Nc1cccc(Cl)c1C)c1ccncc1
→ 11	5	1	-2	-2	-13	0	-9	119	-2.0
Cc1cccc(C(=O)Nc2ccccc2-c2nnn(CC(=O)Nc3ccc4c(c3)OCCO4)n2)c1
→ -8	-4	2	-8	1	-2	-7	22	92	1.7
COc1ccc(Nc2nc3c(c(=O)n(C)c(=O)n3C)n2CCO)cc1
→ -19	-40	5	-4	6	11	4	3	110	3.4
COc1ccc(S(=O)(=O)Nc2ccc3c(c2)OCO3)cc1OC
→ -5	9	-4	10	5	11	1	10	92	1.0
O=C(CSc1nnc(C2CCCCC2)n1-c1ccccc1)NCc1ccco1
→ 16	17	-6	-9	-5	-15	2	9	102	-2.8
Cc1ccc(S(=O)(=O)Oc2ccc(/C=N/NC(=O)c3nn(C)cc3Cl)cc2)cc1
→ 3	15	-4	8	5	-2	-3	2	105	-0.6
Fc1cc(F)cc(Nc2nc(Cl)nc(NC3CCCC3)n2)c1
→ -32	-7	2	-2	5	-21	-14	8	100	5.5
COC(=O)c1ccc(CN(c2ccc(C)cc2)S(=O)(=O)c2ccc3c(c2)OCCO3)o1
→ 7	17	-3	6	-3	3	-4	3	111	-1.6
Cc1cc(C)c(NC(=O)CCCn2c(=O)oc3ccccc32)c(C)c1
→ 22	-35	1	-9	-2	-4	-1	23	101	-5.7
CSc1ccc(/C=N/NC(=O)COc2ccc(Br)cc2Cl)cc1
→ -32	-3	-2	-6	0	-1	-2	-1	96	6.3
CCCOC(=O)c1ccc(-n2nnnc2SCC(=O)N2CCCCC2)cc1
→ 10	-27	-1	-8	-4	-10	-4	3	104	-2.0
COc1ccc(S(=O)(=O)N(CC(=O)N/N=C/c2cccs2)c2ccc(C)cc2)cc1OC
→ 5	-12	4	-13	-2	-8	-4	4	108	-1.2
CC(=O)c1sc(NC(=O)COc2ccc(Cl)cc2Cl)nc1C
→ 7	7	-2	-10	-1	-4	0	-6	111	-1.5
Cc1ccc(S(=O)(=O)N2CCCCC2)cc1NC(=O)CCN1C(=O)C2CC=CCC2C1=O (configuration not stated)
→ -2	-13	5	4	1	-7	2	-3	99	0.5
CCOC(=O)c1cc(-c2ccc(Cl)cc2)nc2c1c(C)nn2CCC#N
→ 11	-19	2	-1	3	-5	-4	13	102	-1.9
O=c1cc2c(c(-c3ccccc3)n1Cc1ccccc1)[C@H](CCO)NC2
→ 14	-9	3	-6	-1	-14	-3	-6	104	-3.0
O=C(NC(Cc1ccccc1)C(=O)O)/C(=C/c1cccc([N+](=O)[O-])c1)NC(=O)c1cccc(Br)c1 (configuration not stated)
→ 2	10	-4	-13	7	-1	3	0	·	-0.2
CCS(=O)(=O)Nc1ccc(NC(C)=O)cc1
→ 0	5	-1	-10	3	2	-1	0	89	-0.1
O=c1cc[nH]c2c1ccc1c(=O)cc[nH]c12
→ -14	-18	5	-7	4	-6	0	19	99	2.5
COC(Cn1cc(C)c(=O)[nH]c1=O)OC
→ 7	-2	1	-3	2	4	1	-1	116	-1.5
O=S1(=O)CCOC[C@H](c2ccccc2)N1Cc1cccc(Cl)c1
→ 2	11	-2	-3	-1	-8	-5	-4	99	-0.3
COc1ccc(NC(=S)NC(NC(=O)/C=C/c2ccccc2)C(Cl)(Cl)Cl)cc1 (configuration not stated)
→ -20	-15	1	8	-6	-1	-10	3	96	3.2
O=C(O)C1=CCNCC1
→ 8	-11	5	-1	0	10	0	0	99	-1.4
COc1ccc(C(=O)NC2CCN(CC(=O)NCc3cccc(OC)c3)CC2)cc1
→ 10	-18	0	-7	-5	-11	-4	25	92	-1.6
Cc1oc2ccc(OC(=O)N3CCOCC3)cc2c1C(=O)OC(C)C
→ 9	-1	0	4	2	5	-4	6	104	-1.9
COc1cccc(C(=O)Nc2ccc(N3CCN(S(C)(=O)=O)CC3)cc2)c1
→ 9	0	0	-3	-3	5	0	-1	99	-1.6
O=C(c1ccc([N+](=O)[O-])cc1)N1CCCC1
→ -5	6	-2	-2	1	6	0	-16	100	1.0
CN(Cc1ccccc1)C(=O)Cc1ccccc1
→ 10	-9	2	-9	0	-7	1	11	116	-2.0
O=c1cc(-c2ccc(O)c(O)c2)oc2cc(O)c(C3OC(CO)C(O)C(O)C3O)c(O)c12 (configuration not stated)
→ -1	1	-2	14	0	4	1	7	96	0.2
Cc1ccc(CS/C(Nc2ccccc2C)=C(\C#N)C(=O)NCc2ccco2)c(C)c1
→ -2	-5	0	-2	2	-13	-6	25	93	0.3
Cc1c(NC(=O)CSC2=C(C#N)C(c3ccccc3F)CC(=O)N2)c(=O)n(-c2ccccc2)n1C (configuration not stated)
→ 11	7	-3	13	-1	-9	2	5	100	-1.8
Cc1ccc(NC2=Nc3ccccc3N3C2=Nc2c(c(C)nn2-c2ccccc2)C3c2ccc(O)c(O)c2)cc1 (configuration not stated)
→ -12	-2	2	-10	-14	-14	9	7	91*	2.0
CSc1nnc(C)c(=O)n1COC(=O)c1ccccc1
→ 2	4	1	-2	-1	3	-3	11	98	-0.4
CCOc1ccc(C2C(C(=O)c3ccco3)=C(O)C(=O)N2Cc2cccnc2)cc1OC (configuration not stated)
→ 2	20	-7	-5	7	-8	-1	9	111	-0.4
O=C(C[C@H]1C(=O)N(c2ccc(Br)cc2)C[C@@H]1Cc1ccccc1)Nc1ccccc1
→ ·	·	·	7	2	-3	-5	·	109	·
O=C(O)c1ccccc1C(=O)NC1CCN(c2nccc(C(F)(F)F)n2)CC1
→ 15	21	-6	8	·	-4	-3	3	91	-3.4
COc1cc(/C(C)=N\NC(=O)CSc2nc3ccccc3n2C)ccc1O
→ 9	-10	3	-13	0	5	3	-4	101	-1.6
Cc1ccc2c(c1)nnn2C1CCN(CC(=O)c2ccc(Cl)cc2)CC1
→ 14	2	0	0	1	-8	4	5	101	-2.6
O=C(C[n+]1ccc(-c2ccccc2)cc1)Nc1ccc([N+](=O)[O-])cc1
→ 13	4	-1	8	2	-3	3	-1	103	-2.8
Cc1ccc(NC(=O)CSc2nnc3ccc(-c4ccncc4)nn23)cc1
→ -2	9	-12	2	2	-3	-1	4	96	0.3
O=C(COC(=O)[C@@H]1CCCN1S(=O)(=O)c1ccc(Cl)cc1)NC1CC1
→ 3	-22	9	6	-2	2	0	-6	108	-0.7
O=C(CCCN1C(=O)c2ccccc2C1=O)Nc1nncs1
→ 6	-27	10	2	4	-4	2	7	102	-1.2
COC(=O)C1=C(NC(=O)c2ccccc2C)CCS1
→ 18	-8	3	-5	1	-2	-2	43	100	-3.6
Cc1cc(C)n(-c2ccc(NC(=O)C3CCCCN3C(=O)c3ccoc3C)cc2)n1 (configuration not stated)
→ 13	-22	1	9	1	-4	-1	-15	·	-2.5
CCn1c(SCC(=O)c2[nH]c(C)c(C(C)=O)c2C)nnc1-c1ccncc1
→ -5	23	-9	6	-3	7	1	1	100	0.8
Cc1cc(NS(=O)(=O)c2ccc(NC(=S)NC(=O)c3ccc(Cl)cc3Cl)cc2)no1
→ 25	16	0	-4	5	-3	9	2	106	-5.9
CCOc1ccccc1N1CCN(C(=S)Nc2ccc(S(=O)(=O)Nc3ncccn3)cc2)CC1
→ 14	-2	7	5	0	-10	3	-1	101	-2.1

Next part
Results follow in this order: OPRM1-OPRD1 inv	HTR5A inv ctr	HTR5A ag ctr	PKA-R1A act	V-ATPase pHluor	PKA-R2B activ	DAGLB inh	Arrestin-AP2 inh	Pemphigus Ab inh	MOR-DOR ag
COC(=O)[C@H]1C[C@@]2(O)CN(S(=O)(=O)c3ccc(C)cc3)C[C@@]2(OC(=O)Nc2cccs2)C[C@H]1C(=O)OC
→ ·	·	·	-6	-1	6	-1	·	108	·
Cc1n[nH]c(C)c1CCC(=O)N/N=C/c1c[nH]c2ccccc12
→ 13	27	2	0	1	6	-2	-6	96	-2.5
CC(C)(C)OC(=O)N1CCC2(CC1)Oc1ccc(F)cc1C(=O)C21CC(c2ccccc2)=NO1 (configuration not stated)
→ 1	-1	-2	-5	0	-2	-7	24	98	-0.2
CCOc1ccc(S(=O)(=O)Nc2cc(S(=O)(=O)N(CC)CC)ccc2N2CCCC2)cc1
→ -19	-13	3	-9	3	-1	0	12	94	2.8
Cc1ccccc1OCc1n(CC(=O)OC2CC(C)CCC2C(C)C)c2ccccc2[n+]1C (configuration not stated)
→ -21&-24	-51&2	18*	-1&-16	1&-4	1&-8	10&9	0&12	104&115	3.9&4.6
ON=C1CCC2CCCCC2C1 (configuration not stated)
→ ·	·	·	0	-5	3	3	·	98	·
CC(C)=CCCC(C)CCO (configuration not stated)
→ 5	-2	0	2	0	6	-1	9	102	-1.0
Cc1cccc2c1cnn2C(=O)Nc1ccc(Br)cc1F
→ 8	-11	3	-3	-1	-3	2	-7	97	-1.4
Cc1ccc(CNC(=O)C(C(=O)NCc2ccc(C)o2)c2ncc(C(F)(F)F)cc2Cl)o1
→ 4	14	0	3	3	-9	-1	3	105	-0.8
O=C(C1CC(c2ccc(F)cc2)=NO1)N1CCc2ccccc2C1 (configuration not stated)
→ 11	-3	1	1	0	1	-1	11	108	-2.2
COc1nc(N)c(S(=O)(=O)c2ccc(C)cc2)cc1C#N
→ -2	8	1	0	3	-4	-1	8	102	0.4
CCN1CCN(CCC(=O)Nc2cc(OC)cc(OC)c2)CC1
→ 12	-34	9.2*	-9	0	4	-1	13	101	-2.7
O=C(Nc1ncccc1O)c1cccc(S(=O)(=O)N2CCCc3ccccc32)c1
→ -3	-9	-4	-4	1	2	1	22	99	0.6
CCCn1c(-c2cccs2)nc2nc3ccccc3nc21
→ 14	-3	2	4	3	-13	1	9	84	-2.8
Cc1ccc(C2Nc3ccccc3C(=O)N2CCN2CCNC2=O)cc1 (configuration not stated)
→ 15	3	-3	6	-2	2	3	9	·	-3.1
O=C1CCC[C@@H]2Cc3nc4ccccc4cc3[C@@H]3CCN1[C@H]23
→ 18	-6	2	-12	-1	-2	1	2	102	-3.1
CC1CCc2c(sc(NC(=O)c3ccc(Cn4cc([N+](=O)[O-])cn4)o3)c2C#N)C1 (configuration not stated)
→ 3	-8	-1	3	-4	-11	1	-3	103	-0.4
Cc1ccccc1C(=O)Nn1cnc2ccccc2c1=O
→ 3	1	0	-8	-4	-6	3	0	101	-0.6
O=C(Nc1ccc([N+](=O)[O-])cn1)C1CC1
→ 7	-14	4	-4	5	0	2	-5	120	-1.2
